Sm TGR inh: blocks Schistosoma mansoni thioredoxin glutathione reductase; AID 485364; purified TGR, DTNB reduction, TNB absorbance 405 nm; Potency, µM (series often up to 114 µM), for the others: at the highest dose activity change, negative = inhibition, actives largely listed as inhibitors; hit rate 3% among 360,000; further: potency means the concentration at half of the fitted maximal effect; nearly all actives have a fitted effect of over 60% in size
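First, TGR (20 nM dispensed) and NADPH were mixed with compound. Second, a 15 min room-temperature incubation followed. Third, further NADPH and then DTNB were added to start the reaction. Finally, TNB absorbance was monitored kinetically.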
AmpC inh detg: inhibitors of E. coli AmpC beta-lactamase with detergent; hit rate 0.041% among 370,000; AmpC hydrolysis of nitrocefin, absorbance 480 nm, 0.01% Triton; Potency, µM (doses to about 114 µM), for the others: at the top dose activity change, negative = inhibition, actives largely listed as inhibitors; P00811; AID 485294;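 further: potency means the concentration at half of the fitted maximal effect; 0% = no-compound wells and -100% = no-enzyme wells; nearly all actives have a fitted effect of over 25% in size; some results filed as inactive show a strong effect at the top dose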
Target sequence (P00811 whole entry, looked up): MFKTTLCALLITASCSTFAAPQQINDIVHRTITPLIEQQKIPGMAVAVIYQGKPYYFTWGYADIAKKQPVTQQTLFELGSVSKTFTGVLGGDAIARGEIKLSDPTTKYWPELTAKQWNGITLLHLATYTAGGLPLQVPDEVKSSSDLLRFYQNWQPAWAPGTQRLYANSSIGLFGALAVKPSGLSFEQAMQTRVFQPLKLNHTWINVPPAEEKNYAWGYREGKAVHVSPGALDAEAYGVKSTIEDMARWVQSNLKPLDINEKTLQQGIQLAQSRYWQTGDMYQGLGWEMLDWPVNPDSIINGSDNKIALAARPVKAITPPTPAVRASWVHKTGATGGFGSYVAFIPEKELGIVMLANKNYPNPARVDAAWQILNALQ
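20 mM phosphate pH 7.0 + 0.01% (detergent screen) or 0.0001% Triton X-100; 5.3 nM AmpC reagent; cpd preinc 15 min RT; nitrocefin (800 uM stock) to start; A480 q20 s × 4 min; Activity was normalised to no-enzyme and no-compound control wells.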
HCMV antiviral: blocks human cytomegalovirus replication; HFF cells, HCMV-luciferase reporter, 72 h; stronger effect = lower value; activity change, negative = inhibition, % at 57.5 µM; hit rate 4.5% among 410,000; in the data active means activity change below about -60%; inconclusive means no clear call, values can overlap the other calls; inactive means above about -39%
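Screen run at 2 compound doses on HFFs infected with reporter HCMV, MOI 1 PFU/cell. Luciferase activity from cell lysates at 72 h post infection gave inhibition relative to buffer-only and Salinomycin wells.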
AmpC no deterg: inhibitors of E. coli AmpC beta-lactamase without detergent; P00811; AmpC nitrocefin hydrolysis, absorbance 480 nm, 0.0001% Triton; Potency, µM (series often up to 57.1 µM), without a hit: at the highest dose activity change, negative = inhibition, actives largely listed as inhibitors; hit rate 0.52% among 330,000; AID 485341;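 further: potency means the concentration at half of the fitted maximal effect; plate controls were no compound for no effect and no enzyme for full effect; nearly all actives have a fitted effect of over 20% in size; some results filed as inactive show a strong effect at the top dose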
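20 mM phosphate pH 7.0 + 0.01% (detergent screen) or 0.0001% Triton X-100; 5.3 nM AmpC reagent; cpd preinc 15 min RT; nitrocefin (800 uM stock) to start; A480 q20 s × 4 min; Activity was normalised to no-enzyme and no-compound control wells.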
Giardia FBPA inh: Giardia lamblia aldolase inhibition. A8B2U2. purified Giardia FBPA. Potency, µM (titrated, usually from 59.6 µM), for the others: top-dose activity, negative = inhibition, usual class: inhibitors. hit rate 0.71% among 290,000. AID 2451; further: potency means the concentration at half of the fitted maximal effect; nearly all actives have a fitted effect of over 55% in size
Target sequence (A8B2U2 whole entry, looked up): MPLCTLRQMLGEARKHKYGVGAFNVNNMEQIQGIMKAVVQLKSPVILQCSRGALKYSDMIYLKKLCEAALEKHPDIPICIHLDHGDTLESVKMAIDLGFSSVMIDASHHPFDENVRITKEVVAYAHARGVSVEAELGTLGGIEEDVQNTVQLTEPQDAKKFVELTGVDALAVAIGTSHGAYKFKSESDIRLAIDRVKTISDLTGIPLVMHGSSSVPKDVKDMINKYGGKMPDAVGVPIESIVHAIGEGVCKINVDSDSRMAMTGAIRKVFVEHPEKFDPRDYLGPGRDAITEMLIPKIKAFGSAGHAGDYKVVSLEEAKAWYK
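Giardia FBPA (40 nM reagent) was preincubated 10 min at RT with compound (up to 57.5 uM final), then substrate plus GAPDH/TPI/NAD/arsenate coupling system with diaphorase/resazurin was added; resorufin fluorescence (525/598 nm) was read after 20 min.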
AMA1-RON2 inh: inhibitors of Plasmodium falciparum AMA1-RON2 interaction. AlphaScreen AMA1-biotinylated RON2 peptide binding. Potency, µM (top dose mostly 58.2 µM), without a hit: at the top dose activity change, negative = inhibition, usual class: inhibitors. hit rate 0.2% among 360,000;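 further: potency means the concentration at half of the fitted maximal effect; 0% = vehicle wells and -100% = peptide control; nearly all actives have a fitted effect of over 45% in size; some results filed as inactive show a strong effect at the top dose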
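AMA1 (3D7) with his tag at 25 nM final met compounds first, then biotinylated RON2 peptide at 25 nM; detection used donor plus acceptor beads, 10 µg/mL apiece, read by AlphaScreen after 30 min at room temperature.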
Numbers without * were called inactive; ? = inconclusive; · = not tested or not shown; [ ] = another dose, or the depositor's remark. Unless noted, the call rests on the fitted dose curve; in most records, active means well fitted curve in the direction sought with a large enough effect; inconclusive means small, poorly fitted or top-dose-only effect, or another doubt; inactive means no such curve, though single readings can be large; an effect the other way counts as inactive or inconclusive. Unless noted, on the % scale 0 is the no-effect control and ±100 the full control effect.

canonical_smiles	Sm TGR inh	AmpC inh detg	HCMV antiviral	AmpC no deterg	Giardia FBPA inh	AMA1-RON2 inh
C[C@H](CO)N1C[C@H](C)[C@@H](CN(C)C(=O)Nc2ccccc2)Oc2ccc(NC(=O)C3CC3)cc2C1=O	·	·	15	-2%	·	11%
C=CCNC(=S)NNC(=O)c1ccco1	·	0%	?	2%	?	33%[activator]
Cc1ccc(NC(=O)c2cc(C)n(-c3cccc(C)c3)c2C)cc1	-15%	2%	-5	16µM*	?	?
Cc1cccc(NC(=O)CN2C(=O)CCc3ccccc32)c1C	-1%	13%	14	·	·	·
Cn1nc(CC(=O)Nc2cccc3ncccc23)c2ccccc2c1=O	-1%	-14%	-67*	-5%	-16%	53%[activator]
COc1ccc(-c2cc(-c3n[nH]c(=S)n3-c3ccccc3OC)[nH]n2)cc1	-12%	?	12	-53%	15%	35%[activator]
CCOC(=O)C1CCCCN1Cc1ccc(F)c(Br)c1 (centres undefined)	2%	-6%	15	16%	?	-22%
Cc1ccc(NC(=O)c2ccc(NC(=O)C3CCCCC3C(=O)O)cc2)cc1 (centres undefined)	-13%	-3%	27	-21%	·	10%
Oc1ccccc1-c1nc(NCc2cccnc2)c2ccccc2n1	-6%	-5%	-30	-3%	-4%	15%
O=C(CN1C(=O)CSc2ccc(S(=O)(=O)N3CCOCC3)cc21)NCCCN1CCc2ccccc2C1	1%	8%	24	19%	-2%	-1%
N#Cc1ccc(CSc2nc(N)cc(=O)[nH]2)cc1	-3%	-8%	92	-19%	-11%	5%
O=C(Nc1ccc(S(=O)(=O)NCc2ccco2)cc1)c1ccncc1	-5%	1%	38	-12%	1%	-9%
O=C(O)CSc1nnc(SCc2cccc3ccccc23)s1	-1%	?	79	-16%	?	-6%
Cc1ccc(O)c(NC(=O)c2noc(C(C)C)c2[N+](=O)[O-])c1	35µM*	-2%	-16	-31%	-3%	24%
CC(C)=C1SC(N2CCN(c3cccc(C)c3)CC2)=NC1=O	-1%	-1%	?	-35%	-9%	-4%

6 consecutive records out of the list so far, for reference:
canonical_smiles	Sm TGR inh	AmpC inh detg	HCMV antiviral	AmpC no deterg	Giardia FBPA inh	AMA1-RON2 inh
C[C@H](CO)N1C[C@H](C)[C@@H](CN(C)C(=O)Nc2ccccc2)Oc2ccc(NC(=O)C3CC3)cc2C1=O	·	·	15	-2%	·	11%
C=CCNC(=S)NNC(=O)c1ccco1	·	0%	?	2%	?	33%[activator]
Cc1ccc(NC(=O)c2cc(C)n(-c3cccc(C)c3)c2C)cc1	-15%	2%	-5	16µM*	?	?
Cc1cccc(NC(=O)CN2C(=O)CCc3ccccc32)c1C	-1%	13%	14	·	·	·
Cn1nc(CC(=O)Nc2cccc3ncccc23)c2ccccc2c1=O	-1%	-14%	-67*	-5%	-16%	53%[activator]
COc1ccc(-c2cc(-c3n[nH]c(=S)n3-c3ccccc3OC)[nH]n2)cc1	-12%	?	12	-53%	15%	35%[activator]

(continued)
canonical_smiles	Sm TGR inh	AmpC inh detg	HCMV antiviral	AmpC no deterg	Giardia FBPA inh	AMA1-RON2 inh
CCc1c(C)sc2nc(C(C)C)nc(SCC(=O)N3CCc4ccccc4C3)c12	2%	0%	-90*	-8%	0%	-2%
CN1C(=O)CC(N2CCN(CCN=CC3=C(O)CC(C)(C)CC3=O)CC2)C1=O (centres undefined)	0%	-14%	-28	-11%	4%	48%[activator]
C=CCN1C2CCCC1CC(NC(=O)Nc1cccc(C(C)=O)c1)C2 (centres undefined)	6%	6%	-13	-20%	0%	0%
Cc1ccc(NC(=O)CN2CCc3ccccc3C2)cc1	3%	5%	57	-6%	0%	-4%
CN1CCN(S(=O)(=O)c2cccc(C(=O)Oc3cccc(Br)c3)c2)CC1	-11%	-6%	9	173%[activator]	·	-17%
COC(=O)c1cc(Br)c(=O)n(-c2ccccn2)c1	-6%	?	-2	-29%	-9%	-3%
Cc1ccc(CNc2cc(C)nc3nc(-c4ccc(C)cc4)nn23)cc1	-35%	1%	26	·	·	·
O=C(CCC(=O)N1CCOc2ccccc21)NCCCN1CCN(Cc2ccccc2)CC1	10%	1%	-17	105%[activator]	7%	5%
COc1ccc(NC(=O)CSc2nnc(-c3cccs3)n2N)c(OC)c1	-18%	?	-33	-8%	·	15%
O=C(NCc1ccc2c(c1)OCO2)C(=O)NCC1CCCO1 (centres undefined)	-1%	1%	23	-13%	1%	7%
COc1ccc(OCC(=O)Nc2cccc(-c3nc4ccccc4o3)c2)cc1	5%	4%	20	6%	-1%	-1%
COc1ccc(C/C(N)=N/OC(C)=O)cc1OC	1%	1%	-33	-14%	7%	8%
O=C(Cc1ccc(NC(=O)N2CCCCc3ccccc32)cc1)NCc1ccccc1Br	0%	5%	26	·	·	·
CC(C)(C)NC(=O)C(=O)NN=C1CCCCCCC1	-3%	?	13	-22%	-1%	83%[activator]
CCN(CC)S(=O)(=O)c1cccc(N=Nc2c(O)n(CC)c(=S)n(CC)c2=O)c1	11%	0%	-35	-11%	23%	-13%

2 entries from above in a different format:
Compound: COc1ccc(NC(=O)CSc2nnc(-c3cccs3)n2N)c(OC)c1
  Sm TGR inh: -18%
  AmpC inh detg: ?
  HCMV antiviral: -33
  AmpC no deterg: -8%
  Giardia FBPA inh: ·
  AMA1-RON2 inh: 15%

Compound: O=C(CCC(=O)N1CCOc2ccccc21)NCCCN1CCN(Cc2ccccc2)CC1
  Sm TGR inh: 10%
  AmpC inh detg: 1%
  HCMV antiviral: -17
  AmpC no deterg: 105%[activator]
  Giardia FBPA inh: 7%
  AMA1-RON2 inh: 5%

Later entries.
canonical_smiles	Sm TGR inh	AmpC inh detg	HCMV antiviral	AmpC no deterg	Giardia FBPA inh	AMA1-RON2 inh
COc1ccc(Nc2c3c(nc4c(-c5ccccc5)c(C)nn24)CCC3)cc1	-7%	-11%	0	-56%	11%	41%[activator]
COC(=O)c1ccc2ccn(CC(=O)NC3CCCCC3)c2c1	-20%	-4%	-23	-15%	3%	9%
CC(O)CNc1nc2c(c(=O)n(Cc3ccc(Br)cc3)c(=O)n2C)n1C (centres undefined)	-5%	-6%	27	69%[activator]	-3%	-12%
CCN1CCN(C(=O)c2cc3c(-c4ccc(Cl)cc4)nn(C)c3s2)CC1	0%	?	56	182%[activator]	-3%	-2%
COc1ccc(-c2noc(CSc3nc(N)c(-c4ccccc4)c(=O)[nH]3)n2)cc1	14%	0%	14	-17%	-2%	-12%
COc1cc(NC(=O)C2CCN(c3nnc(C)c4c(C)n(-c5ccccc5)nc34)CC2)cc(OC)c1	0%	-7%	0	·	·	·
O=C(OCCN1CCCC1=O)c1cncc(Br)c1	0%	?	-31	-12%	5%	11%
CCCC(=O)N1CCN(c2ccc(NC(=O)c3sc4ccccc4c3Cl)cc2)CC1	6%	-6%	-2	-7%	1%	15%
Cc1ccc(S(=O)(=O)N(C)C)cc1NC(=O)C1CCC1	1%	5%	6	-12%	1%	-13%
O=C(Nc1cccc(S(=O)(=O)N2CCCC2)c1)c1cccc(OC(F)F)c1	-3%	?	?	-37%	·	21%
CC1=C/C(=C/N(C)C)C(=O)O1	20µM*	?	-12	-6%	-9%	6%
CCOC(=O)c1c(C)oc2c(CC(=O)c3ccccc3)c(Cl)c(O)c(O)c12	-23%	-2%	-19	-49%	-4%	-22%
O=C(Cn1c(=O)sc2ccccc21)N1CCOCC1	3%	-17%	3	-11%	3%	-5%
CC(C)[C@H](NC(=O)c1ccco1)C(=O)OCC(=O)c1ccc2c(c1)NC(=O)CO2	-8%	-3%	5	-32%	2%	-7%
CCc1ccc(NC(=O)Cn2nc(SC)c(S(=O)(=O)c3ccc(OC)cc3)c2N)cc1	4%	1%	9	·	·	·

canonical_smiles	Sm TGR inh	AmpC inh detg	HCMV antiviral	AmpC no deterg	Giardia FBPA inh	AMA1-RON2 inh
COc1ccc(NC(=O)Cc2cccc(F)c2)cc1S(=O)(=O)Nc1ccccc1Cl	9%	2%	-34	-45%	-4%	1%
Cc1ccn2cc(C34CC5CC(CC(C5)C3)C4)nc2c1	4%	6%	?	-19%	1%	5%
Cc1ccc(C(=O)N/C(=C/c2cccs2)C(=O)NCCc2c[nH]c3ccccc23)cc1	6%	1%	-25	-25%	-1%	-13%
COc1ccc(CCNC(=O)CN(CCc2ccccc2)S(C)(=O)=O)cc1OC	9%	-11%	-20	31%	-1%	28%
CC(C)(CNS(=O)(=O)c1ccc(Br)s1)N1CCOCC1	·	·	-7	-17%	·	9%[11.6 µM]
O=C(COc1ccc(/C=N/NC(=O)c2ccc(O)cc2)cc1)Nc1ccc([N+](=O)[O-])cc1	-2%	?	0	-10%	10%	14%
CC(C)(C)NC(=O)C(c1c[nH]c2ccccc12)N(C(=O)Cn1nnc(-c2ccc(F)cc2)n1)c1cccc(O)c1 (centres undefined)	-10%	-6%	-20	6%	0%	-6%
O=C(Cn1c(=S)[nH]c2ccccc21)c1ccccc1	-7%	-3%	-26	-28%	4%	-3%[2.32 µM]
COc1ccccc1N1CCN(/N=C/C(Cl)=C/c2ccccc2)CC1	-8%	-5%	44	16%	-2%	?
O=C(c1ccc(N2CCC3(CC2)OCCO3)c([N+](=O)[O-])c1)N1CCOCC1	1%	-2%	6	-6%	-4%	4%
Cn1ncc2c(Nc3ccccc3Cl)nc(Cl)nc21	1%	-4%	-15	-15%	1%	11%
O=C(Nc1cccn2ncnc12)C(Cl)Cl	-1%	-6%	-3	-9%	-6%	16%
Cc1cc(C)n2c(SCC(=O)Nc3ccccc3C#N)nnc2n1	-1%	?	12	-18%	·	-4%
O=C(O)c1ccc2cc[nH]c2c1	-22%	-12%	1	-8%	8%	6%
NC(=S)NN=Cc1ccc(-c2ccc(S(=O)(=O)Nc3ncccn3)cc2)o1	·	·	-8	-16%	·	39%[activator]

canonical_smiles	Sm TGR inh	AmpC inh detg	HCMV antiviral	AmpC no deterg	Giardia FBPA inh	AMA1-RON2 inh
CCCC(C)C(=O)NCc1ccccc1OC (centres undefined)	0%	-10%	-12	0%	10%	2%
CC(=O)c1cccc(NC(=O)CCNS(=O)(=O)c2cccc(C(C)=O)c2)c1	-24%	-13%	63	-18%	0%	0%
C=CCNC(=O)c1onc(CSc2ccccc2C)c1C(=O)O	2%	-4%	?	-17%	0%	11%
Cn1cc(C(=O)N/N=C/c2ccc3c(c2)OCO3)c2ccccc21	5%	3%	6	-55%	-14%	14%
CC(Oc1ccc(C(=O)NCCc2ccccc2)cc1)C(=O)O (centres undefined)	-8%	2%	13	-15%	8%	1%
O=C1NN(c2cccc(Br)c2)C(=O)/C1=C\c1ccc(O)cc1	-26%	-1%	?	-53%	1%	-1%
CC(C)c1ccc(NC(=O)Cn2c3ncccc3c(=O)n2-c2ccccc2)cc1	-12%	-5%	8	·	·	·
Cc1ccc(NC(=O)CCc2nnc3ccc(NCc4ccco4)nn23)cc1F	-14%	?	-8	69%[activator]	1%	-8%

Assay outcomes deposited in PubChem BioAssay by National Center for Advancing Translational Sciences (NCATS).
